Nrf2 block: Nrf2 qHTS screen for inhibitors; A549 ARE-Fluc reporter, luciferase luminescence, 18-24 h; Potency, µM (highest dose often 46 µM), inactives show at the top dose activity change, negative = inhibition, most hits filed as inhibitors; actives 2.1% (n = 360,000); AID 504444, 2011; also: potency is read from the fitted curve at half-maximal effect; % is scaled to controls: 0 for no effect and ±100 for the full control effect; nearly all actives have a fitted effect of over 60% in size
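Quantitative HTS in A549 cells stably bearing an antioxidant response element-firefly luciferase construct. Inhibition of Nrf2-driven transcription was scored by luminescence after 18-24 h of compound exposure at 37 °C.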
TGFb SMAD3 inh: qHTS for Inhibitors of TGF-b | HepG2 CAGA-GFP TGF-b/SMAD3 reporter, GFP fluorescence, 18 h; TGF-beta stimulated, 500 pg/mL final | Potency, µM (doses to about 46.1 µM), for inactives: at the top dose activity, negative = inhibition, usual class: inhibitors | actives 1.2% (n = 410,000) | AID 588855, 2011; also: potency is read from the fitted curve at half-maximal effect; % is scaled to controls: 0 for no effect and ±100 for the full control effect; nearly all actives have a fitted effect of over 65% in size
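First, reporter cells (HEPG2 CAGA-GFP) rested 2 h at 37 degrees C. Next, compounds were pinned in and TGF-beta added to 500 pg/mL final. After 18 h, GFP was imaged per cell and summed per well.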
MmCpn inh: Inhibitors of TCP-1 ring complex (TRiC) of Methanococcus maripaludis (MmCpn): qHTS. AID 504842, 2011. purified Mm-Cpn ATPase, ADP Transcreener TR-FRET. Potency, µM (doses to about 76.9 µM), for inactives: at the highest dose activity, negative = inhibition, actives largely listed as inhibitors. Chaperonin Mm-Cpn (Methanococcus maripaludis). actives 0.031% (n = 330,000); also: potency is read from the fitted curve at half-maximal effect; % is scaled to controls: 0 for no effect and ±100 for the full control effect; nearly all actives have a fitted effect of over 80% in size
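25 nM Mm-CPN + cpd, 10 min 37°C; + 10 uM ATP, 30 min 37°C; buffer 30 mM Tris pH 7.4, 100 mM KCl, 5 mM MgCl2, 1 mM DTT; Transcreener ADP HTRF detection 30 min RT.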
CCT chaperon mod: High-Throughput Screening for Modulators of Cytosolic Chaperonin Activity. AID 651819, 2012. activity change, % (test concentration not listed), hits read low. purified chaperonin ATPase assay, HTRF ADP detection, 30 min. actives 0.3% (n = 360,000); in the data active = activity change below about -30%; also: % is scaled to controls: 0 for no effect and ±100 for the full control effect
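Nucleotide hydrolysis assay: TRiC at 20–40 nM final (set by batch activity) with 10 uM ATP, 30 min at 37 °C, in presence of 76 uM compound. Detection by competitive ADP HTRF, 30 min ambient.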
HepG2 viability: qHTS for Inhibitors of TGF-b: Cytotox Counterscreen. HepG2 CAGA-GFP viability, ATP luminescence, 18 h. Potency, µM (series often up to 46.1 µM), for inactives: at the highest dose activity change, negative = cytotoxicity, usual class: cytotoxic. actives 0.76% (n = 410,000). AID 588856, 2011; also: potency is read from the fitted curve at half-maximal effect; some results filed as inactive show a strong effect at the top dose
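HepG2 CAGA-GFP cells (1000/well, DMEM with 1% FBS) received compound, then TGF-beta at 500 pg/mL final, and were incubated 18 hours at 37 degrees C. Viability was read by CellTiter-Glo luminescence. Media-only wells were set as complete cell-killing and DMSO as no toxicity.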
A549 tox: Nrf2 qHTS screen for inhibitors: counterscreen for cytotoxicity. A549 ARE-Fluc cells, CellTiter-Fluor viability, 18-24 h. Potency, µM (doses to about 46 µM), for the others: at the highest dose activity change, negative = cytotoxicity, most hits filed as inhibitors. AID 504648, 2011. actives 0.16% (n = 390,000); also: potency is read from the fitted curve at half-maximal effect; % is scaled to controls: 0 for no effect and ±100 for the full control effect
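A549 ARE_Fluc cells in 5% FBS OPTI-MEM were exposed to compounds in concentration-response for 18-24 h at 37 deg C. Viability was read by CellTiter-Fluor fluorescence (Ex 405/Em 525) after 30 min, before the luciferase read.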
pAkt inh: HTS Assay for Inhibitors of Akt Phophorylation: Primary Screen; Neuro2A IGF-stimulated pAkt S473 HTRF, 20 min; stronger effect = lower value; activity change, % for hits at 50 µM; actives 0.32% (n = 360,000); AID 651550, 2012; in the data active = activity change below about -80%; inconclusive = mostly about -51% to -80%; also: % is scaled to controls: 0 for no effect and ±100 for the full control effect
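Neuro2A cells (4,500/well, DMEM with 0.5% FBS) were treated with compound at a single 50 µM final concentration, stimulated with 6 nM IGF for 20 min at 37 °C, and lysed. Phospho-Akt Ser473 was read by HTRF as 665/615 ratio ×10^4.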
S2 tox: Viability Counterscreen for Primary qHTS for Inhibitors of ATXN expression; S2 cells (HEK-293 line with an ATXN2-luciferase reporter) viability, CellTiter-Fluor protease fluorescence, 24 h; Potency, µM (highest dose often 56.7 µM), actives largely listed as cytotoxic; actives 0.49% (n = 400,000); also: potency is read from the fitted curve at half-maximal effect; nearly all actives have a fitted effect of over 40% in size
Nrf2 ARE act: qHTS of Nrf2 Activators; Potency, µM (doses to about 46.1 µM), for inactives: at the top dose activation, most hits filed as activators; actives 0.31% (n = 410,000); AREc32 ARE-luciferase reporter (MCF7-derived line), luminescence, 24 h; also: potency is read from the fitted curve at half-maximal effect; % of control where 0% means no effect; nearly all actives have a fitted effect of over 65% in size
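ARE-driven firefly luciferase activity in AREc32 cells measured after a 24 hr compound exposure at 37 deg C, using Steady-Glo reagent and a 30 min room-temperature hold.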
Numbers without * were called inactive; & = joins results of further samples. Unless noted, calls follow the shape of the dose curve; as a rule, active = well fitted curve in the direction sought with a large enough effect; inconclusive = small, poorly fitted or top-dose-only effect, or another doubt; inactive = no such curve, though single readings can be large; an effect the other way counts as inactive or inconclusive.

Results for O=C(Nc1ccccc1Cl)c1cc(S(=O)(=O)N2CCC3(CC2)OCCO3)ccc1F ?
TGFb SMAD3 inh: inconclusive; CCT chaperon mod: 1.8; HepG2 viability: -15.4%&4.2%; A549 tox: 5.8%; pAkt inh: inactive; S2 tox: inactive; Nrf2 ARE act: 0.8%&4.8%

Results for Cc1ccc(NC(=O)C(C)Sc2nnc(C)n2C2CC2)cc1S(=O)(=O)N1CCOCC1 (centres undefined) ?
Nrf2 block: -0.9%; TGFb SMAD3 inh: -1.0%; MmCpn inh: 3.0%; CCT chaperon mod: 0.4; HepG2 viability: 4.3%; A549 tox: 2.8%; pAkt inh: inactive; S2 tox: inconclusive; Nrf2 ARE act: -0.8%

How did COc1ccc(N2CCN(C(=O)c3oc4ccccc4c3NC(=O)c3ccccc3OC)CC2)cc1 do in these assays?
Nrf2 block: inconclusive; TGFb SMAD3 inh: -36.0%; HepG2 viability: -11.3%; A549 tox: 10.4%; S2 tox: inactive; Nrf2 ARE act: 0.2%

Results for COc1ccc2cc(CCNC(=O)C3CC3)c(=O)[nH]c2c1 ?
Nrf2 block: 3.0%; TGFb SMAD3 inh: 15.7%; MmCpn inh: 2.1%; CCT chaperon mod: -1.5; HepG2 viability: 1.7%; A549 tox: -2.8%; pAkt inh: inactive; S2 tox: inactive; Nrf2 ARE act: 0.3%

Results for CCCn1c(SCC(=O)Nc2nc3ccccc3s2)nc2c1c(=O)n(C)c(=O)n2C ?
Nrf2 block: -15.4%; TGFb SMAD3 inh: 1.3%; MmCpn inh: -3.2%; CCT chaperon mod: -2.0; HepG2 viability: -15.5%; A549 tox: -1.9%; pAkt inh: inactive; S2 tox: inactive; Nrf2 ARE act: 4.0%

What do the screens show for `Cn1c(SCc2cccc(C(F)(F)F)c2)nnc1-c1ccco1`?
Nrf2 block: 8.2%; TGFb SMAD3 inh: -1.0%; MmCpn inh: -1.7%; CCT chaperon mod: 1.6; HepG2 viability: -1.7%; A549 tox: 1.4%; pAkt inh: inactive; S2 tox: inactive; Nrf2 ARE act: 0.3%

How did COc1ccccc1-c1nn2c(-c3cc(C)[nH]n3)nnc2s1 do in these assays?
Nrf2 block: inconclusive; TGFb SMAD3 inh: -2.9%; HepG2 viability: 0.0%; A549 tox: 0.4%

Results for COCCNC(=S)N1CCN(c2nc(-c3cccc(OC)c3)cs2)CC1 ?
Nrf2 block: inconclusive; TGFb SMAD3 inh: -28.4%; MmCpn inh: -0.2%; CCT chaperon mod: -1.7; HepG2 viability: -26.7%; A549 tox: -1.5%; pAkt inh: inactive; S2 tox: inactive; Nrf2 ARE act: 2.5%

How did CC1CCCN(CCC(=O)c2ccc(Br)cc2)C1 (centres undefined) do in these assays?
TGFb SMAD3 inh: inconclusive; MmCpn inh: -2.1%; CCT chaperon mod: 1.7; HepG2 viability: -33.4%; A549 tox: -2.0%; pAkt inh: inactive; S2 tox: inactive; Nrf2 ARE act: inconclusive

What do the screens show for `COc1ccc(NC(=O)C2CCCN(S(=O)(=O)c3cccc4cccnc34)C2)c(OC)c1` (centres undefined)?
Nrf2 block: -16.6%; TGFb SMAD3 inh: -6.8%; MmCpn inh: 3.4%; CCT chaperon mod: -1.2; HepG2 viability: -22.7%; A549 tox: -4.9%; pAkt inh: inactive; S2 tox: inconclusive; Nrf2 ARE act: -0.3%

How did CC(C)CN(C(=O)CSc1nnc2ccccn12)c1c(N)n(CC(C)C)c(=O)[nH]c1=O do in these assays?
Nrf2 block: -3.4%; TGFb SMAD3 inh: 1.5%; MmCpn inh: -3.5%; CCT chaperon mod: 1.7; HepG2 viability: -1.6%; A549 tox: -7.7%; pAkt inh: inactive; S2 tox: inactive; Nrf2 ARE act: -0.3%

What do the screens show for `CN1CCN(C(=O)CN(CCc2ccccc2)S(C)(=O)=O)CC1`?
Nrf2 block: -11.3%; TGFb SMAD3 inh: -2.4%; MmCpn inh: -0.5%; CCT chaperon mod: 2.9; HepG2 viability: -12.8%; A549 tox: 13.0%; pAkt inh: inactive; S2 tox: inactive; Nrf2 ARE act: 0.0%

Results for O=C(Nc1ccc(Cl)c(Cl)c1)N(Cc1cccnc1)Cc1ccco1 ?
Nrf2 block: inconclusive; TGFb SMAD3 inh: -5.9%; MmCpn inh: -5.6%; CCT chaperon mod: -3.4; HepG2 viability: -35.1%; A549 tox: -9.9%; S2 tox: inactive; Nrf2 ARE act: 2.8%

How did NC(=O)c1nsc(C(=O)N(Cc2ccc(F)cc2)C(C(=O)NCC2CCCO2)c2ccc(O)cc2)c1N (centres undefined) do in these assays?
Nrf2 block: 2.9%; TGFb SMAD3 inh: 19.0%; MmCpn inh: -0.8%; CCT chaperon mod: -0.9; HepG2 viability: -1.1%; A549 tox: -4.2%; pAkt inh: inactive; S2 tox: inactive; Nrf2 ARE act: -0.1%

What do the screens show for `COc1ccc(Cn2c3ccc(OC)cc3c3nc4ccccc4nc32)cc1`?
Nrf2 block: -0.8%; TGFb SMAD3 inh: 30.4%; MmCpn inh: 0.2%; CCT chaperon mod: -0.7; HepG2 viability: -45.1%; A549 tox: 2.0%; pAkt inh: inactive; S2 tox: inactive; Nrf2 ARE act: 0.2%

What do the screens show for `Cc1ccc(NC(=O)CNC2CCCCC2)cc1Cl`?
Nrf2 block: 6.2%; TGFb SMAD3 inh: -9.1%; MmCpn inh: -0.2%; CCT chaperon mod: -1.8; HepG2 viability: -33.5%; A549 tox: 6.7%; pAkt inh: inactive; S2 tox: inactive; Nrf2 ARE act: 3.2%

Results for CCN(C(=O)COC(=O)c1cc(-c2ccccc2)nc2ccc(Br)cc12)C1CCS(=O)(=O)C1 (centres undefined) ?
Nrf2 block: -5.7%; TGFb SMAD3 inh: 14.2%; MmCpn inh: inconclusive; CCT chaperon mod: 0.9; HepG2 viability: 3.0%; A549 tox: 1.8%; pAkt inh: inactive; S2 tox: inactive; Nrf2 ARE act: 10.0%

Results for COc1ccc(CN2C(=O)CCC2(C)c2nnnn2-c2c(C)cccc2C)cc1 (centres undefined) ?
CCT chaperon mod: 0.1; pAkt inh: inactive; S2 tox: inactive; Nrf2 ARE act: 0.2%

How did O=C(CSc1nnc(NCc2ccccc2)s1)N1CCOCC1 do in these assays?
Nrf2 block: -25.2%; TGFb SMAD3 inh: inconclusive; MmCpn inh: 0.9%; CCT chaperon mod: 0.1; HepG2 viability: -3.6%; A549 tox: -1.3%; pAkt inh: inactive; S2 tox: inactive; Nrf2 ARE act: -0.3%

Results for COc1ccc(-c2cc(C(F)(F)F)nc(-n3ccnc3)n2)cc1 ?
Nrf2 block: 10.3%; TGFb SMAD3 inh: -7.4%; MmCpn inh: -2.3%; CCT chaperon mod: 0.5; HepG2 viability: 22.2%; A549 tox: 4.2%; pAkt inh: inactive; S2 tox: inactive; Nrf2 ARE act: 5.3%

What do the screens show for `CCOc1ccc(N/C=C\C(=O)c2ccc3c(c2)OCO3)cc1`?
Nrf2 block: 7.0%; TGFb SMAD3 inh: 2.3%; CCT chaperon mod: -2.3; HepG2 viability: -4.4%; A549 tox: -1.9%; pAkt inh: inactive; S2 tox: inactive; Nrf2 ARE act: 1.7%

How did Cc1cccc(NC(=O)Nc2c(C)n(C)n(-c3ccccc3)c2=O)c1C do in these assays?
Nrf2 block: 3.9%; TGFb SMAD3 inh: 0.2%; MmCpn inh: -1.3%; CCT chaperon mod: -2.3; HepG2 viability: 6.8%; A549 tox: -1.3%; pAkt inh: inactive; S2 tox: inactive; Nrf2 ARE act: -0.7%

Results for COc1ccc(C(c2nnnn2Cc2ccc(F)cc2)N2CCN(c3ccc(OC)cc3)CC2)cc1 (centres undefined) ?
TGFb SMAD3 inh: 5.6%; MmCpn inh: 0.0%; CCT chaperon mod: -1.6; HepG2 viability: 1.7%; A549 tox: -0.1%; pAkt inh: inactive; S2 tox: inactive; Nrf2 ARE act: -0.2%

How did NS(=O)(=O)c1ccc(CCNC(=O)C2COc3ccccc3O2)cc1 (centres undefined) do in these assays?
Nrf2 block: 10.1%; TGFb SMAD3 inh: -2.9%; MmCpn inh: -2.4%; CCT chaperon mod: 1.6; HepG2 viability: 6.0%; A549 tox: 0.3%; pAkt inh: inactive; S2 tox: inactive; Nrf2 ARE act: -0.8%

Results for O=C(COC(=O)c1ccc(O)cc1)Nc1ccc(N2CCCCC2)cc1 ?
Nrf2 block: -17.2%; TGFb SMAD3 inh: -4.8%; MmCpn inh: -14.6%; CCT chaperon mod: -0.4; HepG2 viability: -11.7%; A549 tox: -10.8%; pAkt inh: inactive; S2 tox: inactive; Nrf2 ARE act: -0.8%

What do the screens show for `COc1ccc(NC(=O)c2cccnc2Sc2ccccc2)c(OC)c1`?
Nrf2 block: 7.0%; TGFb SMAD3 inh: 1.1%; MmCpn inh: 0.5%; CCT chaperon mod: -0.5; HepG2 viability: 1.9%; A549 tox: -6.3%; pAkt inh: inactive; S2 tox: inactive; Nrf2 ARE act: -0.6%

How did Cc1ccc(CN2CCC(CNC(=O)c3cnn(-c4ccc(C)cc4)c3C3CCN(C(=O)OC(C)(C)C)CC3)CC2)cc1 do in these assays?
Nrf2 block: -41.9%; TGFb SMAD3 inh: -19.3%; HepG2 viability: -71.7%; A549 tox: -28.9%; Nrf2 ARE act: -5.4%

Screens as filed in PubChem.
